TrxR1 substrate: is turned over as a substrate by rat TrxR1; 390,000 tested, 0.01% active; Potency, µM (highest dose often 114 µM), inactives show at the highest dose activity change, negative = substrate turnover; purified TrxR1 substrate turnover, NADPH consumption readout; AID 588456; O89049; also: % is scaled to controls: 0 for no effect and ±100 for the full control effect; nearly all actives have a fitted effect of over 50% in size
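Rat TrxR1, dispensed at 90 nM, was prereduced with 400 uM NADPH (final) for 5 min at ~22 deg C, then incubated with compound 15 min before 400 uM selenite. A first-read NADPH fluorescence drop versus no-compound background flagged substrates.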
RXFP1 agonist: activates the human relaxin receptor RXFP1; 370,000 tested, 0.3% active; Q9HBX9; Potency, µM (top dose mostly 57.5 µM), inactives show at the highest dose activation, actives largely listed as activators; HEK293T-RXFP1 cAMP TR-FRET, 30 min; response scale: percent of porcine relaxin response, buffer zero; also: % is scaled to controls: 0 for no effect and ±100 for the full control effect; nearly all actives have a fitted effect of over 60% in size; many of its hits are not listed in these tables
Target sequence (Q9HBX9 whole entry, looked up): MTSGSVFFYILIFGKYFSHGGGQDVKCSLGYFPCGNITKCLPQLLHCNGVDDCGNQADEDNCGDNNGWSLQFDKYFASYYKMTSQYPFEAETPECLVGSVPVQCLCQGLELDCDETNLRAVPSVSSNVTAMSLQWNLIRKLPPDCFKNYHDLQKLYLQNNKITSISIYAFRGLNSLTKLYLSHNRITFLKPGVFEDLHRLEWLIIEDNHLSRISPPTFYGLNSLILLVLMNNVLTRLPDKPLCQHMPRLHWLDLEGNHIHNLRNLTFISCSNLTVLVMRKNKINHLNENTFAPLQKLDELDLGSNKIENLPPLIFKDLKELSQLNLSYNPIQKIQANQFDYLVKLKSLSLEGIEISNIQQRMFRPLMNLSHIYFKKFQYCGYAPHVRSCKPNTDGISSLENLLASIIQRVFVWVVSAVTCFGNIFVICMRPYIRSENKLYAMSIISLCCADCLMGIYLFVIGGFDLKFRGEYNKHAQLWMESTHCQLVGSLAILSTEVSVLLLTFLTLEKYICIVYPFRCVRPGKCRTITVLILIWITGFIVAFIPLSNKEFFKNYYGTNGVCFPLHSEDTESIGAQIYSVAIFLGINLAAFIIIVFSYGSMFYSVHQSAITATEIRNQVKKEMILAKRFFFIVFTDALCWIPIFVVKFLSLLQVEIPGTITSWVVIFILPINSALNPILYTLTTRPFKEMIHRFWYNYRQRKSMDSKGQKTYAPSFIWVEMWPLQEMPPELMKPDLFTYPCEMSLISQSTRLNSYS
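HEK293T cells stably expressing RXFP1 were pretreated with the PDE4 inhibitor Ro 20174, exposed to compounds for 30 min at 37C, lysed, and cAMP was read by TR-FRET. Data normalized to buffer (basal) and 29 nM porcine relaxin (100%).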
rTrxR1 inhibitor: blocks rat thioredoxin reductase 1 | 390,000 tested, 1% active | recombinant rTrxR1, NADPH fluorescence consumption, selenite substrate | Potency, µM (highest dose often 114 µM), inactives show at the top dose activity change, negative = inhibition, hits mostly inhibitors | O89049; also: % is scaled to controls: 0 for no effect and ±100 for the full control effect; nearly all actives have a fitted effect of over 65% in size
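Rat TrxR1 (90 nM in the dispensed reagent) was pre-reduced with 400 uM NADPH for 5 min at room temperature, then incubated with compound for 15 min. After 400 uM selenite was added, NADPH fluorescence (Ex 340/Em 450 nm) was followed for 8 min.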
RGS4 inhibitor: inhibitors of human regulator of G protein signaling 4 | P49798 | 390,000 tested, 0.039% active | Transcreener GDP fluorescence polarization, RGS4-accelerated GTP hydrolysis | Potency, µM (highest dose often 114 µM), without a hit: at the highest dose activity change, negative = inhibition, usual class: inhibitors; also: % is scaled to controls: 0 for no effect and ±100 for the full control effect; nearly all actives have a fitted effect of over 75% in size; some results filed as inactive show a strong effect at the top dose
Target sequence (P49798 whole entry, looked up): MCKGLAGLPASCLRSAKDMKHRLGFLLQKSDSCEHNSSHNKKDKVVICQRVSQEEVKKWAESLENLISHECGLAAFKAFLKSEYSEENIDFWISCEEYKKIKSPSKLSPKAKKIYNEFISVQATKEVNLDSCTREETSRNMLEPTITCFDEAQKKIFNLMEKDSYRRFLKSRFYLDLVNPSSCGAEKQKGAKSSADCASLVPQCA
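MLSMR compounds (23 nl, pin-transferred) preincubated 10 min at room temperature with a 500nM (2x) first reagent, then RGS4 at 900nM (2x) plus Transcreener GDP mix added; fluorescence polarization (620/688 nm) read before and after 90 min at 30 °C.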
Vif-APOBEC3F blk: Vif-A3F binding inhibition; AID 602313; HeLa A3F-eYFP + Vif (tagged APOBEC3F with the HIV-1 protein that degrades it), YFP fluorescence increase; 390,000 tested, 0.2% active; Potency, µM (highest dose often 46.1 µM), without a hit: top-dose activity, negative = active; also: % of control where 0% means no effect; nearly all actives have a fitted effect of over 65% in size
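HeLa cells stably expressing A3F-eYFP plus Vif, plated and incubated overnight at 37 deg C, then exposed to compounds overnight at 37 deg C. Blocked degradation read as raised yellow fluorescence (Ex 488/Em 500-530).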
USP1-UAF1 inh: blocks the human USP1/UAF1 deubiquitinase complex | O94782 | recombinant USP1/UAF1, Ub-Rhodamine cleavage fluorescence | Potency, µM (titrated, usually from 57.1 µM), for the others: at the top dose activity change, negative = inhibition, hits mostly inhibitors | AID 743255 | 390,000 tested, 0.23% active; also: % is scaled to controls: 0 for no effect and ±100 for the full control effect; nearly all actives have a fitted effect of over 60% in size; inactives centre near -12
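USP1/UAF1 complex (1 nM) preincubated 15 min at room temperature with compound, then Ub-Rho substrate (150 nM final) added. Kinetic fluorescence at 480/540 nm over 6 reads at 60 s intervals; 50 mM HEPES pH 7.8, 0.5 mM EDTA, 0.1 mg/ml BSA, 1 mM TCEP, 0.01% Tween-20.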
mIDH1 inhibitor: blocks human mutant IDH1 R132H enzyme; IDH1-R132H enzyme, NADPH consumption, diaphorase/resazurin fluorescence; Potency, µM (doses to about 76.6 µM), inactives show at the highest dose activity change, negative = inhibition, hits mostly inhibitors; 390,000 tested, 0.093% active; AID 602179; also: % is scaled to controls: 0 for no effect and ±100 for the full control effect; nearly all actives have a fitted effect of over 65% in size
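IDH1-R132H (0.5 ug/mL dispensed) in pH 7.5 Tris buffer was preincubated 30 min with compound, then given a substrate mix of 0.016 mM NADPH and 2 mM alpha-KG for 80 min at room temperature; remaining NADPH was read by diaphorase/resazurin fluorescence.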
Vif-APOBEC3G blk: inhibitors of Vif-APOBEC3G interaction; Potency, µM (doses to about 46.1 µM), without a hit: top-dose activity, negative = active, usual class: inhibitors; HeLa A3G-eYFP + Vif (tagged APOBEC3G with the HIV-1 protein that degrades it), YFP fluorescence, overnight; 410,000 tested, 0.076% active; Q9HC16;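 also: % is scaled to controls: 0 for no effect and ±100 for the full control effect; nearly all actives have a fitted effect of over 60% in size; hits raise eYFP signal because A3G escapes Vif-driven loss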
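Read-out is eYFP fluorescence (Ex 488/Em 500-530) from Vif-expressing HeLa A3G-eYFP cells; more signal means A3G escaped Vif-mediated degradation. Cells plated overnight, compound pinned in, incubated overnight at 37 deg C.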
12-LOX inh: ALOX12 (human) lipoxygenase inhibition. P18054. purified 12hLO, xylenol orange hydroperoxide absorbance. Potency, µM (top dose mostly 108 µM), inactives show top-dose activity change, negative = inhibition, actives largely listed as inhibitors. 580,000 tested, 1.1% active; also: % is scaled to controls: 0 for no effect and ±100 for the full control effect
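Purified human 12hLO (150 nM final) in 25 mM Hepes, 0.01% Triton X-100, pH 7.0 was preincubated 15 min at room temperature with compound. Then 40 uM arachidonic acid was added, 30 min. Hydroperoxide was read by Fe-XO absorbance ratio 573/405 nm.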
* hit, by the source's call; ? = inconclusive; · = not tested or not shown; [ ] = dose if it differs, or a comment. Calls follow the shape of the dose curve; as a rule, active = well fitted curve in the direction sought with a large enough effect; inconclusive = small, poorly fitted or top-dose-only effect, or another doubt; inactive = no such curve, though single readings can be large; an effect the other way counts as inactive or inconclusive. Potency is read from the fitted curve at half-maximal effect.

SMILES	TrxR1 substrate	RXFP1 agonist	rTrxR1 inhibitor	RGS4 inhibitor	Vif-APOBEC3F blk	USP1-UAF1 inh	mIDH1 inhibitor	Vif-APOBEC3G blk	12-LOX inh
O=c1cc(O)c(-c2cccc(Cl)c2)c(Cl)[nH]1	-3%	-0.6%	9%	-15%	·	-1%	6%	0%	0%[57.4 µM]
Cc1cc(/C=C(\C#N)C(=O)O)c(C)n1C1CC1	-8%	1.3%	-29%	26%	2%	-12%	5%	-1%	-1%
CCOC(=O)Nc1c(Cl)n(C)c(=O)n(C)c1=O	6%[2.29 µM]	0.0%	9%[2.29 µM]	1%	-3%	5%	9%	1%	15%
COCCN(CCOC)S(=O)(=O)c1ccc(NC(=O)c2cnccn2)cc1	-3%	3.0%	8%	10%	-3%	-21%	2%	1%	18%
O=C(CSCc1c(F)cccc1Cl)Nc1ccccc1C(=O)N1CCOCC1	-9%[57.1 µM]	2.5%	-8%[57.1 µM]	?	-13%	-3%	1%	-5%	9%
O=C(NCc1ccco1)/C(=C\C=C\c1ccccc1)NC(=O)c1ccccc1Br	1%[57.1 µM]	1.3%	6%[57.1 µM]	8%	-11%	6%	-9%	2%	-22%
CCOC(=O)c1ccccc1NC(=O)COC(=O)Cc1ccccc1F	9%[57.1 µM]	1.3%	19%[57.1 µM]	-19%	2%	-20%	4%	-3%	-23%
COc1cccc(C(=O)Nc2nc(-c3ccc4c(c3)OCO4)cs2)c1	39%[activator]	-0.5%	22%	34%	-6%	-24%	-3%	1%	-21%
CCN(C(=O)CSc1nnc(-c2cc3occc3n2C)n1-c1ccccc1C)c1ccccc1	-7%	-1.5%	15%	17%	3%	-16%	-19%	4%	-24%
CN(C)C(=O)CNC(=O)C1CCCCC1	2%	1.2%	1%	-25%	·	-12%	1%	4%	0%
Cc1ccc(NC(=O)c2cc(NC(=O)C3CC=CCC3C(=O)O)ccc2N2CCOCC2)cc1 (stereo not given)	-8%	8.9%	-6%	35%	·	-6%	2%	1%	6%
Cc1cc(OCCCC(=O)Nc2cc(S(=O)(=O)N3CCOCC3)ccc2N2CCOCC2)ccc1Cl	-7%	·	-5%	8%	-2%	-14%	1%	1%	-21%
COC(=O)c1cc(C(=O)OCC(=O)NNC(=O)c2cccs2)cc([N+](=O)[O-])c1	-4%[57.1 µM]	0.2%	7%	-14%	-7%	-13%	0%	0%	9%
CCOc1cc(C2NC(=O)NC(c3ccccc3)=C2C(C)=O)ccc1OC(C)=O (stereo not given)	0%	2.4%	7%	-4%	0%	-24%	6%	0%	-4%
COc1ccccc1C(C#N)N1N=C(C)CC1(C)C (stereo not given)	-6%	15%	-16%	-5%	7%	-28%	1%	-9%	-10%
O=C(O/N=C1\CCCc2ccccc21)c1ccc(F)cc1	-11%	0.7%	-6%	18%	-23%	3%	1%	1%	0%
O=C(COC(=O)Cc1ccc(S(=O)(=O)N2CCOCC2)s1)Nc1ccc([N+](=O)[O-])cc1	-2%	0.5%	8%	-18%	4%	-9%	-5%	-1%	-10%
COc1ccc(-c2[nH]c3c(c2-c2c(-n4cccc4)n(C)c(=O)[nH]c2=O)c(=O)[nH]c(=O)n3C)cc1F	-3%	0.7%	3%	-10%	-1%	-22%	-12%	0%	-13%
CCCCc1ccc(NC(=O)c2ccc3c(c2)CCN3S(=O)(=O)c2ccccc2)cc1	2%	-0.3%	27%	13%	5%	?	-17%	4%	6%
CC(=O)N1CCN(c2ccccc2NC(=O)COc2ccc(Cl)cc2Cl)CC1	3%[57.1 µM]	0.0%	18%[57.1 µM]	-13%	-4%	-12%	-14%	-11%	0%
C=C(C1=CCN(S(=O)(=O)C(C)(C)C)[C@H]1CCO)c1ccccc1	6%	·	?	-10%	-4%	-16%	-2%	-4%	?
N#CC1=C(SCc2ccccc2)NC2=C(C(=O)CCC2)C1c1ccc2c(c1)OCO2 (stereo not given)	11%[57.1 µM]	7.4%	?	?	6%	-13%	2%	-9%	-20%
O=C(/C=C/c1ccc([N+](=O)[O-])cc1)NCc1cccs1	-13%	2.4%	-1%	8%	-21%	6%	4%	-4%	10%
O=C(c1ccccc1)N1CCn2c(nc3ccccc32)C1	74%[activator]	-0.4%	-3%	13%	3%	-9%	2%	-10%	0%
CC1(C)N=C(c2cccc(F)c2)C(=O)N1	-1%	0.5%	21%	7%	-11%	7%	-5%	1%	-15%
CCN1CCc2c(sc(NC(=O)c3ccc(C(=O)c4ccccc4)cc3)c2C(N)=O)C1	-3%	-0.2%	14%	-40%	-4%	-24%	2%	-7%	?
O=C(CSc1nc(-c2ccccc2)cn1-c1ccccc1F)Nc1ccc(F)cc1	2%[57.1 µM]	-0.1%	21%[57.1 µM]	-12%	5%	-27%	12%	-1%	-10%
Clc1ccccc1N1CCN(Cc2c[nH]c3ccccc23)CC1	6%[57.1 µM]	·	12%[57.1 µM]	-37%	-5%	-11%	9%	-7%	-125%
Cc1noc(/C=C/c2ccco2)c1S(=O)(=O)N1CCC(C(=O)N(C)Cc2ccccc2)CC1	-12%	3.2%	71µM*	-40%	-1%	-13%	13%	4%	?
COc1ccc(CCNC(=O)C(=O)NCC2CCCN2S(=O)(=O)c2cccs2)cc1OC (stereo not given)	6%	0.4%	17%	-5%	2%	-21%	4%	-3%	-15%
CCO[C@H]1OC(C(=O)N2CCN(Cc3ccc4c(c3)OCO4)CC2)=C[C@@H](C)[C@@H]1CCCO	6%[57.1 µM]	0.6%	11%[57.1 µM]	23%	3%	-7%	-15%	5%	?
Cc1cc(CNC(=O)CC2C(=O)NCCN2CC(C)(C)C)nn1C (stereo not given)	8%	-1.6%	2%	7%	2%	-25%	6%	-2%	-1%
CCCCn1c(SCC(=O)NCc2ccc(C)cc2)nc2c(sc3ccccc32)c1=O	2%[57.1 µM]	5.2%	14%[57.1 µM]	15%	4%	-11%	-2%	-3%	4%
COc1ccc(CC(=O)N/N=C/C=C/c2ccc3c(c2)OCO3)cc1OC	2%	-2.6%	8%	-12%	-6%	-12%	0%	2%	114%[activator]
Cc1ccc(NC(=O)COC(=O)c2c(-c3ccccc3)noc2C)cc1	-4%	-2.0%	1%	-6%	0%	-25%	-11%	2%	-6%
Cc1cc(NCCCn2ccnc2)n2nc(C)c(-c3ccc(Cl)cc3)c2n1	17%	3.5%	14%	17%	-15%	-6%	16%	-12%	5%
O=C(CCNC(=O)c1ccccc1Cl)Nc1cc(C(F)(F)F)ccc1N1CCCC1	-2%	-1.1%	8%	-13%	-3%	-4%	-2%	-5%	-7%
COc1ccc2c(C)c(C)c(=O)oc2c1OC	22%[57.1 µM]	7.6%	14%[57.1 µM]	3%	5%	-13%	0%	-1%	1%
Cc1cc(/C=C2\SC(=O)NC2=O)c(C)n1-c1ccc(N2CCOCC2)cc1	-2%	-2.1%	-2%	-18%	?	-12%	0%	-4%	1%
CCOc1ccccc1NC(=O)CSc1n[nH]c(=O)n1-c1ccccc1	9%	·	29%	-22%	0%	-21%	8%	-4%	0%

Full records from above. Order of screens: TrxR1 substrate | RXFP1 agonist | rTrxR1 inhibitor | RGS4 inhibitor | Vif-APOBEC3F blk | USP1-UAF1 inh | mIDH1 inhibitor | Vif-APOBEC3G blk | 12-LOX inh
`Cc1cc(NCCCn2ccnc2)n2nc(C)c(-c3ccc(Cl)cc3)c2n1` is entered as 17% | 3.5% | 14% | 17% | -15% | -6% | 16% | -12% | 5%
`Cc1cc(/C=C2\SC(=O)NC2=O)c(C)n1-c1ccc(N2CCOCC2)cc1` is entered as -2% | -2.1% | -2% | -18% | ? | -12% | 0% | -4% | 1%
`CCOc1ccccc1NC(=O)CSc1n[nH]c(=O)n1-c1ccccc1` is entered as 9% | · | 29% | -22% | 0% | -21% | 8% | -4% | 0%
`Cc1cc(CNC(=O)CC2C(=O)NCCN2CC(C)(C)C)nn1C` (stereo not given) is entered as 8% | -1.6% | 2% | 7% | 2% | -25% | 6% | -2% | -1%

Additional structures
SMILES	TrxR1 substrate	RXFP1 agonist	rTrxR1 inhibitor	RGS4 inhibitor	Vif-APOBEC3F blk	USP1-UAF1 inh	mIDH1 inhibitor	Vif-APOBEC3G blk	12-LOX inh
CSc1ncccc1C(=O)NC1CCCc2c1cnn2-c1ccc(C)c(C)c1 (stereo not given)	-11%	-2.9%	-16%	-25%	-19%	0%	-1%	0%	-3%
O=[N+]([O-])c1ccc(/C=C/c2ccc3cccc(O)c3n2)cc1	-3%	0.9%	18%	-3%	9%	-18%	45%[activator]	6%	1%
CCCCCN(C(=O)CCC(=O)OCC(=O)N1CCCCC1CC)c1c(N)n(CCCC)c(=O)[nH]c1=O (stereo not given)	6%	·	9%	-23%	-1%	-20%	-1%	-1%	-23%
COc1cc(C(=O)OCC(=O)Nc2ccccc2C(=O)NC2CC2)c([N+](=O)[O-])cc1OC	1%	-2.2%	11%	-14%	3%	-9%	-5%	0%	?
CN1CCN(c2cc(C(F)(F)F)nc(-c3ccccn3)n2)CC1	4%	-0.8%	17%	-3%	3%	-17%	-6%	6%	?
CCc1ccc(NC(=O)CCn2ccnc2C)cc1	12%[57.1 µM]	-1.4%	6%[57.1 µM]	?	-3%	-16%	-2%	0%	41%[activator]
CN(C)CC(CCCCC(CN(C)C)C(=O)c1ccccc1)C(=O)c1ccccc1 (stereo not given)	3%	1.2%	-9%	-19%	5%	-14%	4%	-13%	-3%

From PubChem BioAssay

An excerpt; count on the stated rates, not on these rows.
